Screening results from PubChem.
STAT3 act: IL-6 driven STAT3 reporter potentiators, primary screen, U3A cells, luciferase, luminescence, MLSCN library | activation (% of control), % at 5.6 µM | AID 871, 2007 | 190,000 tested, 0.91% active | IL-6 STAT3-luciferase reporter; 100% = signal with IL-6 EC80 alone;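 active = activation above the screen-wide mean of compound activation plus 3 SD, cut at about 130% in these data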;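 also: 0% = background luminescence of wells with medium and substrate only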
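system = STAT3-luciferase reporter U3A cells | reagent = IL-6 stimulus at 33 ng/mL final | timing = 1 h compound pre-exposure, 6 h IL-6 stimulation, 37 °C | measured by = luminescence | evaluation = % activation versus median of IL-6-stimulated wells | control set = IL-6-only wells as 100% reference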
STAT3 blocker: IL-6 driven STAT3 reporter inhibitors, primary screen, U3A cells, luciferase, luminescence, MLSCN library | IL-6 STAT3-luciferase reporter; host cell line lacks STAT1 | inhibition, % at 5.5 µM | AID 862, 2007 | 190,000 tested, 0.89% active;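 active = inhibition above the mean inhibition across all screened compounds plus 3 SD, cut at about 44% in these data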;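 also: 0% = DMSO only wells and 100% = 100 µM nifuroxazide control wells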
Hsp70 activator: Hsp70 transcriptional activators, primary screen, cell-based, HeLa, Hsp70 promoter luciferase, luminescence, 10 µM; activation, % at 10 µM; AID 1203, 2008; HeLa Hsp70 promoter luciferase reporter; scaled: vehicle 0, proteasome-inhibitor control 100%; 200,000 tested, 0.04% active;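 active = activation above the mean across all tested compounds plus 3 SD, cutoff set per campaign, cut at about 5.5% in these data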;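 also: 100% = MG132 at 30 µM as the positive control and 0% = DMSO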
STAT1 inh: STAT1 signaling inhibitors, primary screen, cell-based, HTS, luciferase reporter. NIH 3T3 STAT1-luciferase reporter, IFN-gamma, luminescence. 200,000 tested, 0.35% active. inhibition, % at 5.5 µM;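 active = inhibition above a set limit, the mean inhibition across all tested compounds plus 3 SD, cut at about 34% in these data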;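 also: 0% = IFN-gamma with DMSO and 100% = IFN-gamma with 300 µM nifuroxazide; values of inactives mirror those of a sister screen read the other way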
Diaphorase inh: diaphorase inhibitors and chemical oxidizers, primary screen, counter-screen for diaphorase-coupled primary assays, biochemical, uHTS, resorufin fluorescence; diaphorase resazurin-to-resorufin fluorescence, NADH, 16 min; bacterial (C. kluyveri) enzyme, not human; inhibition, % at 20 µM; 190,000 tested, 0.69% active; AID 1217, 2008;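 active = primary screen inhibition at 20 µM above a set limit, cut at about 50% in these data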;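 also: plate controls were DMSO with full reaction for no effect and wells lacking NADH for full effect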
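Assay system – diaphorase enzyme from Clostridium kluyveri · Amount – diaphorase 0.14 U/mL (working solution) · Times – reaction incubation of 16 min at room temperature · Controls – No-NADH positive control and DMSO neutral control · Signal – resorufin fluorescence 544/590 nm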
STAT1 activator: STAT1 signaling activators, primary screen, cell-based, HTS, luciferase reporter; NIH 3T3 STAT1-luciferase reporter, IFN-gamma, luminescence; 100% = IFN-gamma alone, no compound; activation (% of control), % at 5.5 µM; 200,000 tested, 2.6% active;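 active = activation above the screen-wide mean activation plus 3 SD, cut at about 130% in these data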;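 also: raw ratio to IFN-gamma control signal so 100% means no change and 0% no light; values of inactives mirror those of a sister screen read the other way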
G6PDH counter: L. mesenteroides G6PDH inhibitors, counter-screen for G6PDH-coupled screening assays, biochemical, Leuconostoc mesenteroides enzyme. glucose-6-phosphate dehydrogenase [Leuconostoc mesenteroides]. Purified L. mesenteroides G6PDH, diaphorase/resazurin coupled fluorescence, 45 min. inhibition, % at 5 µM. 200,000 tested, 0.12% active. AID 1020, 2008; in the data active = inhibition above about 50%
TLR4 MyD88 comp: inhibitors of TLR4-MyD88 association in cells, primary screen, cell-based, HeLa CL3-4, BLA complementation, FRET ratio. Toll-like receptor 4 (Homo sapiens) + Myeloid differentiation primary response protein …. HeLa CL3-4 TLR4/MyD88 BLA complementation. inhibition, % at 8.4 µM. 200,000 tested, 0.18% active. AID 861, 2007; in the data active = inhibition above about 25%;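 also: 0% = vehicle and 100% = reference inhibitor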
Target sequence (O00206 whole entry, looked up): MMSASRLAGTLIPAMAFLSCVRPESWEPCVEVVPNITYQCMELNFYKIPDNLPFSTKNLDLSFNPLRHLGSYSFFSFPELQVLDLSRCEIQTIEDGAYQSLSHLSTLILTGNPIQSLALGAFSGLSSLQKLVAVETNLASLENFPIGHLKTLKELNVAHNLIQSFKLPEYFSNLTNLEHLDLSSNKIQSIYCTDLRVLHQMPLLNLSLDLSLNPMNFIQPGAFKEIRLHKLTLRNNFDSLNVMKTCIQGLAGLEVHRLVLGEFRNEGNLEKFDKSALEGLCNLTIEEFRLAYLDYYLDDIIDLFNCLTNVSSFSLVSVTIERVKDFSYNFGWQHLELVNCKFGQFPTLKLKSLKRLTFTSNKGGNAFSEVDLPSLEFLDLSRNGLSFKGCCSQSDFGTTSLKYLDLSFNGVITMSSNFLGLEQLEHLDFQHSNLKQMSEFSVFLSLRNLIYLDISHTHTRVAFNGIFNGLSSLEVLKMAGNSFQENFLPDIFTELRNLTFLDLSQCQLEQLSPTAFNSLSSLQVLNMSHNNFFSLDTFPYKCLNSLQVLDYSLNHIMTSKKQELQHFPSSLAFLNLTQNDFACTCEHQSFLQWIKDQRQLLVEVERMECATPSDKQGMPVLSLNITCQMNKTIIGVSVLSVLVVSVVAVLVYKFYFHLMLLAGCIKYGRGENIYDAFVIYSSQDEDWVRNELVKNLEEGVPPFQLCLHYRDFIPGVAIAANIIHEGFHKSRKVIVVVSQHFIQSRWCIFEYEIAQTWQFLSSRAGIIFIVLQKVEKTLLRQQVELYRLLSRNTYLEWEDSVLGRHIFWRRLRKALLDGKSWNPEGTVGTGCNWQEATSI
Target sequence (Q99836 whole entry, looked up): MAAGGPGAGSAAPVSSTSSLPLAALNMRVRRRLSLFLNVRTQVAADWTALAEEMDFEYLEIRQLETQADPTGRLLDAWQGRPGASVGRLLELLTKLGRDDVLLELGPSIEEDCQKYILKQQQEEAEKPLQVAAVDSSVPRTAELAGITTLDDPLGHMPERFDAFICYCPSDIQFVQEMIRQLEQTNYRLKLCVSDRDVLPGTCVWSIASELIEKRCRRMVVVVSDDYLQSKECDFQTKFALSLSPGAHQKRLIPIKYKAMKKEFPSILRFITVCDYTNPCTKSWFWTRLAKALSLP
APP 5UTR inh: inhibitors of APP translation via 5'UTR reporter, primary screen, APP 5'UTR luciferase, SH-SY5Y cells | 190,000 tested, 0.82% active | SH-SY5Y APP 5'UTR-luciferase reporter, luminescence | inhibition, % at 2 µM | AID 1285, 2008;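 active = inhibition above a set limit, derived from the sample mean plus 3 SD, cut at about 45% in these data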; also: values of inactives mirror those of a sister screen read the other way
Diaph act CS: compounds boosting diaphorase resazurin reduction – biochemical, uHTS, resorufin fluorescence, counter-screen for diaphorase-coupled primary assays, primary screen; Diaphorase/resazurin coupled assay, 16 min; stronger effect = higher value; 1 = vehicle wells, 0 = NADH-free wells; activation factor at 20 µM; 190,000 tested, 0.005% active; AID 1229, 2008;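 active = diaphorase activity raised at least twofold by the compound at 20 µM; inactive = activation factor below 2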
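Material: purified diaphorase enzyme from Clostridium kluyveri / Medium: HEPES pH 7.4 buffer with MgCl2 and Tween 20 / Schedule: enzyme reaction of 16 min at room temperature / Measured by: resorufin fluorescence, excitation 544 nm, emission 590 nm / Evaluation: rise in resorufin formation, marking diaphorase activation or chemical reduction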
Starred values were filed as active, the others as inactive; / = no result given. Rows are unselected; overall some 6.1% were active at least once.

SMILES	STAT3 act	STAT3 blocker	Hsp70 activator	STAT1 inh	Diaphorase inh	STAT1 activator	G6PDH counter	TLR4 MyD88 comp	APP 5UTR inh	Diaph act CS
Cc1ccc(-n2c(Cc3ccccc3)n[nH]c2=S)cc1	99	5	-0.2	-1	18	101	2	-1	6	0.8
CCOc1ccccc1NC(=O)C(Sc1ccccc1)c1ccccc1 (configuration not stated)	98	11	-0.3	3	24	103	4	-13	-5	0.8
O=C(/C=C/Nc1ccccc1F)c1ccc(Br)cc1	81	21	-0.1	-92	8	182*	2	-13	-224	0.9
COc1ccc(OC)c(S(=O)(=O)Nc2cc(Cl)cc(Cl)c2)c1	101	0	-0.4	-1	17	101	3	-3	7	0.8
Cc1nc2ccc(C(=O)O)cc2[nH]1	95	3	-0.2	3	9	97	23	5	5	0.9
Cc1ccc2c(CC(=O)Nc3cccc(S(=O)(=O)N4CCOCC4)c3)coc2c1	100	8	0.1	7	27	94	6	-9	2	0.7
CC(=O)Nc1ccc(S(=O)(=O)NC2=NCN(C)CN2)cc1	96	12	-0.5	-3	8	102	4	2	-7	0.9
COc1ccc(CN2CC(C(=O)NCCc3ccccc3)CC2=O)cc1 (configuration not stated)	97	7	-0.3	-13	13	111	-1	12	3	0.9
NC(=O)NOCc1ccc(F)cc1Cl	101	4	-0.2	-8	5	105	-4	-12	-9	0.9
CCOC(=O)N1C(=O)c2cc(OC)ccc2S1(=O)=O	100	3	-0.5	4	-3	97	5	-26	0	1
CC(=O)c1cnc2scnn2c1=O	106	5	-0.3	-4	6	103	2	11	-1	0.9
COC(=O)CCC/C=C1\SC[C@@H](NC(=O)c2ccccc2)C1NC(C)=O (some centres not stated)	101	7	-0.3	-6	5	106	6	4	5	1
O=C1NC(c2ccccn2)Nc2sc3c(c21)CCC3 (configuration not stated)	97	6	-0.3	-19	31	117	5	-1	-37	0.7
Cc1cc(C)c(C(=O)CSc2nnc(-c3cccnc3)n2C)c(C)c1	96	3	-0.5	-1	6	101	8	1	-6	0.9
COc1ccccc1NC(CC(=O)c1ccccc1)C(=O)OCC(=O)c1ccc(Br)cc1 (configuration not stated)	70	35	-0.2	-56	6	156*	0	-5	-117	0.9
COc1ccc(OCC(=O)Nc2ccc(S(=O)(=O)Nc3cc(C)nc(C)n3)cc2)cc1	104	0	-0.3	3	5	97	13	2	-7	1
CCCc1nc2ccccc2c(C(=O)O)c1CC	108	-4	-0.5	0	1	100	-3	12	2	1
C=C[C@@](C)(O)CC[C@@H]1[C@@]2(C)CCCC(C)(C)[C@@H]2CC[C@@]1(C)O	/	/	-0.5	-7	-4	105	11	-7	20	1
CCN(CC)c1ccc(NC(=O)COc2ccccc2C#N)cc1S(=O)(=O)Nc1ccccc1OC	102	-1	-0.5	0	-1	100	7	2	3	1
COC(=O)C(Cc1ccccc1)NC(=O)c1ccc(C)cc1 (configuration not stated)	76	35	0.2	2	16	97	6	-1	-39	0.8
CC(C)c1ccc(OC(=O)NCCO)cc1	104	-1	0.8	-15	6	114	8	-7	-10	0.9
CC(C)C[C@H](NC(=O)NCc1ccccc1Cl)C(=O)O	92	13	-0.2	7	13	94	-2	18	-8	0.9
COc1ccccc1Oc1ccc2c(c1)C(=O)N(c1cccc(O)c1)C2=O	93	18	-0.3	-12	30	111	-2	-8	13	0.7
COc1ccc(C2C(C#N)=C(N)OC3=C2C(=O)CC(C)C3)c(OC)c1OC (configuration not stated)	97	8	-0.4	-4	6	104	2	5	-4	0.9
O=C(NC12CC3CC(CC(C3)C1)C2)c1cc2nc(-c3ccco3)cc(C(F)(F)F)n2n1	102	2	-0.1	-6	19	106	7	13	-8	0.8
Cc1cc(C)c2[nH]c(=O)c(CN(Cc3cccnc3)C(=S)NCCCN(C)C)cc2c1	98	10	-0.2	-2	16	100	14	-2	10	0.8
C[C@@H]1CN(C(=O)c2nc3ccc(Cl)cn3c2CN[C@H]2CCCCNC2=O)C[C@H](C)O1	93	14	-0.1	-5	5	105	10	2	-5	1
CC(C)OC(=O)CSc1nc2ncc(Cl)cc2[nH]1	97	9	-0.2	-6	2	105	3	-3	2	1
CSc1ncccc1C(=O)OCc1ccc([N+](=O)[O-])cc1	95	12	0.1	-6	10	104	0	0	-21	0.9
c1cncc(-c2nn3cnnc3s2)c1	108	-4	-0.2	3	23	97	-11	-10	-2	0.8
C/C(=N\NC(=O)c1cc(-c2ccco2)nc2ccccc12)c1cccnc1	110	-4	0.0	3	2	96	6	3	-14	1
CCn1nc(C)c(CNC(=O)CCc2nnc(Cc3c[nH]c4ccccc34)o2)c1C	110	-6	-0.1	3	3	96	6	-5	-1	1
Cc1c(Nc2ncnc3nc[nH]c23)c(=O)n(-c2ccccc2)n1C	99	1	-0.4	-6	10	103	1	-11	-28	0.9
CCN(C(=O)CN1CC(C)OC(C)C1)c1c(N)n(Cc2ccccc2)c(=O)[nH]c1=O (configuration not stated)	104	-3	0.1	9	2	91	2	3	2	1
COc1ccccc1-c1c(C(F)(F)F)oc2cc(OC(=O)c3ccccc3[N+](=O)[O-])ccc2c1=O	102	4	-0.4	6	22	95	16	4	-3	0.8
COC(=O)c1cn(CC(=O)NC2CCCCCC2)c2ccccc12	105	-3	0.5	-3	7	103	3	-9	-12	0.9
CN(CC(=O)Nc1ccc(Cl)c(Cl)c1)C(=O)/C=C/c1ccc(F)cc1	87	15	-0.2	2	18	98	-9	6	-7	0.8
COc1cccc(CNc2cc(CSc3ccc(Cl)cc3)nc(C)n2)c1	106	0	0.0	2	18	98	1	-4	-4	0.8
CC(C)C(=O)N(Cc1cc2ccccc2[nH]c1=O)C(C)(C)C	99	5	0.1	23	14	79	9	7	2	0.9
COc1cc2c(cc1OC)CN(Cc1ccc(OC)c(C)c1OC)CC2	89	19	-0.5	5	25	97	-19	14	-4	0.8

Laid out differently: entries from further up.
Results follow in this order: STAT3 act, STAT3 blocker, Hsp70 activator, STAT1 inh, Diaphorase inh, STAT1 activator, G6PDH counter, TLR4 MyD88 comp, APP 5UTR inh, Diaph act CS
- COc1ccc(C2C(C#N)=C(N)OC3=C2C(=O)CC(C)C3)c(OC)c1OC (configuration not stated)
    97, 8, -0.4, -4, 6, 104, 2, 5, -4, 0.9
- O=C(NC12CC3CC(CC(C3)C1)C2)c1cc2nc(-c3ccco3)cc(C(F)(F)F)n2n1
    102, 2, -0.1, -6, 19, 106, 7, 13, -8, 0.8
- Cc1cc(C)c2[nH]c(=O)c(CN(Cc3cccnc3)C(=S)NCCCN(C)C)cc2c1
    98, 10, -0.2, -2, 16, 100, 14, -2, 10, 0.8

(cont.)
SMILES	STAT3 act	STAT3 blocker	Hsp70 activator	STAT1 inh	Diaphorase inh	STAT1 activator	G6PDH counter	TLR4 MyD88 comp	APP 5UTR inh	Diaph act CS
Cc1nc2ccccc2c(=O)n1C1CCCCCC1	103	0	-0.3	-10	19	110	6	-4	-7	0.8
COC(=O)C1(CCSC)NC(c2ccccc2OC)C2C(=O)N(C)C(=O)C21 (configuration not stated)	100	5	0.0	-5	22	105	2	-5	1	0.8
Cc1ccc(N/C(N)=N/c2nc3c(c(=O)[nH]2)CCCC3)c(C)c1	102	8	0.1	-7	-3	106	5	11	-16	1
COC(=O)c1cccc(NC(=O)c2cccnc2C(=O)O)c1C	98	5	-0.1	-3	2	101	8	3	4	1
O=C(NC1C=CS(=O)(=O)C1)c1sc2ccccc2c1Cl (configuration not stated)	83	23	0.3	8	0	93	0	12	-11	1
O=C(COC(=O)c1ccc(O)cc1)NCCC1=CCCCC1	99	7	-0.1	-5	3	104	-4	10	-13	1
N#Cc1sc2nc(-c3cccs3)cc(-c3ccccc3)c2c1N	102	0	-0.4	2	-3	98	8	46*	-8	1
COc1ccc(S(=O)(=O)n2c(CCN3CCOCC3)nc3ccccc32)cc1	106	0	-0.4	0	-6	99	9	8	-22	1.1
O=C(COc1cccnc1[N+](=O)[O-])NCCc1ccc(Cl)cc1	89	16	0.0	10	12	89	3	8	14	0.9
COc1ccc(Cc2noc(-c3ccc(C)cc3)n2)cc1	91	17	0.0	-9	12	108	-3	1	-1	0.9
CCOc1ccc(Br)cc1S(=O)(=O)N1CCC(C(N)=O)CC1	104	-2	-0.1	7	7	94	1	8	-2	0.9
COc1cccc(NC(=O)c2cc(OC)c(OC)c(OC)c2Br)c1	96	4	-0.3	3	5	98	6	-5	-23	1
O=C(CN1CCN(C2CCCCC2)CC1)Nc1ccccc1-c1ccccc1	101	6	-0.5	6	13	95	19	3	-15	0.9
Cc1ccccc1OCCN1CCC(Cc2ccccc2)CC1	95	14	0.0	-3	3	101	5	-3	5	1
OCCCCNc1cccc2ccccc12	121	-20	0.0	-13	27	112	30	11	2	0.7
Cc1nnc(NC(=O)Cn2cnc3c2c(=O)n(C)c(=O)n3C)s1	102	-1	-0.6	-15	16	114	6	-2	13	0.8
CCOC(=O)CSc1nc(C)cc(C)c1C(N)=O	92	15	-0.3	1	4	97	4	9	0	1
On1c2c(c3c4nonc4ccc31)CCCC2	88	17	-0.1	8	56*	95	47	11	10	0.4
CC1Cc2ccccc2N1C(=O)COC(=O)c1cccnc1Cl (configuration not stated)	103	0	-0.3	-10	12	109	7	1	-16	0.9
Cc1cccnc1NC(=O)c1cc2ccccc2oc1=O	97	4	-0.3	-59	-4	156*	-2	-8	-176	1
O=C(NCc1ccc(F)cc1)C1CCC(=O)N1CCc1ccccc1 (configuration not stated)	100	9	0.0	-2	21	102	4	-5	-16	0.8
CC(=O)Nc1nnc(C)s1	107	0	-0.1	10	-3	91	-1	-3	10	1
O=C1OCCN1C(=O)[C@H]1[C@H](c2ccc(F)cc2)C(c2ccc(F)cc2)=NN1c1ccc(Br)cc1	106	-10	-0.4	7	15	94	20	1	-10	0.9
Cc1ccnc(SCC(=O)c2ccc([N+](=O)[O-])cc2)n1	86	16	-0.1	8	4	93	9	-2	4	1
Cc1ccc(NC(=O)CC2C(=O)NC3CCCCC3N2C(=O)c2ccc(F)cc2)cc1C (configuration not stated)	103	0	-0.4	-1	-9	102	9	-4	3	1.1
